Hsp70 activator = Hsp70 transcriptional activation, primary screen; HeLa Hsp70 promoter luciferase reporter, luminescence; scaled: vehicle 0, proteasome-inhibitor control 100%; activation, % at 10 µM; hit rate 0.04% among 200,000; AID 1203;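 active = activation above the mean across all tested compounds plus 3 SD, cutoff set per campaign, cut at about 5.5% in these data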;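 note: 100% = MG132 at 30 µM as the positive control and 0% = DMSO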
Redox H2O2 prof = compounds producing H2O2 with reducing agent – biochemical, NIH compound library profiling, artefact control for MLSCN library redox annotation, primary screen | DTT-dependent redox cycling H2O2, phenol red/HRP absorbance; 100% = 100 µM peroxide control, 0% = buffer | activation, % at 10 µM | hit rate 0.03% among 200,000 | AID 878;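 active = activation of at least 50% relative to the plate's high and low controls in the primary single-dose screen; inactive = activation below 50%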;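 note: compound incubated with DTT at 0.8 mM final as the reducing agent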
PMI activator = phosphomannose isomerase (human) activation | hit rate 0.005% among 190,000 | purified human PMI, coupled resazurin fluorescence, 20 min; active compounds read high; 1 = vehicle control, 0 substrate-free wells | activation factor at 20 µM;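 active = activation factor of 2 or more at 20 µM, relative to plate controls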
Target sequence (P34949 whole entry, looked up): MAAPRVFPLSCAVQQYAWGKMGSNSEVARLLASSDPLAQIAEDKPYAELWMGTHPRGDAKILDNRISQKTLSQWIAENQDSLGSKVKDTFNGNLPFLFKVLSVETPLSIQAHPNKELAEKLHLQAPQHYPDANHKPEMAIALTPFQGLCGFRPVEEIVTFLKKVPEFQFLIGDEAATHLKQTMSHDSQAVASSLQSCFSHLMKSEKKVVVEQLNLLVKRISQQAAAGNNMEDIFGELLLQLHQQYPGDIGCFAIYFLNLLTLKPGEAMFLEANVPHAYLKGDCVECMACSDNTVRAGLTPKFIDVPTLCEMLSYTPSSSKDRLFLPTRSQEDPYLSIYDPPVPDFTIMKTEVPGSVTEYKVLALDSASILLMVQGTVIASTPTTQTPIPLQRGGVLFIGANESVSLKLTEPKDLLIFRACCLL
S1P3 antag = blocks the human S1P3 receptor; Q99500; CHO S1P3 NFAT-BLA reporter, FRET fluorescence, antagonist mode; inhibition, % at 4.98 µM; hit rate 0.27% among 170,000; AID 485;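 active = inhibition above the plate cutoff, the mean inhibition of test wells on that plate plus 3 SD, cut at about 28% in these data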;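 note: cells challenged with S1P at its EC80 of 0.8 µM; blue over green emission ratio from cleaved BLA substrate after 4 h stimulation; 0% = S1P-stimulated wells and 100% = unstimulated DMSO-only wells; some compounds past the cut are filed as inactive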
Target sequence (Q99500 whole entry, looked up): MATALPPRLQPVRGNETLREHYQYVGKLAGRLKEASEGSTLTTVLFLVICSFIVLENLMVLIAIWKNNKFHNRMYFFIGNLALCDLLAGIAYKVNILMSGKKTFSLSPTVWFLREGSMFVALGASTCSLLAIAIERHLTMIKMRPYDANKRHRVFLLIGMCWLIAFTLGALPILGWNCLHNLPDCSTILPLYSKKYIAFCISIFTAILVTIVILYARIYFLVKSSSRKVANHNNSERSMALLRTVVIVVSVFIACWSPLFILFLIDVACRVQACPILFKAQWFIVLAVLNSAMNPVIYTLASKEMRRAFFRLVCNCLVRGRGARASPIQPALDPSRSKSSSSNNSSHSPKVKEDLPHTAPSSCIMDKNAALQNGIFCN
L major viab = reduces viability of Leishmania major promastigotes; resazurin fluorescence viability; inhibition, % at 10 µM; AID 1063; hit rate 9% among 200,000;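 note: promastigotes grown with compound for 44 hours at 28 °C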
Diaphorase act = diaphorase activation or chemical reduction counter-screen; activation factor at 20 µM; Diaphorase/resazurin coupled assay, resorufin fluorescence, 16 min; active compounds read high; 1 = vehicle wells, 0 = NADH-free wells; hit rate 0.005% among 190,000;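 active = diaphorase activity raised at least twofold by the compound at 20 µM; inactive = activation factor below 2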
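Assay system: bacterial diaphorase enzyme (C. kluyveri) / Input: enzyme 0.07 U/mL final / Medium: 50 mM HEPES pH 7.4 with 4.542 mM MgCl2, 0.005% Tween 20 / Doses: single compound dose of 20 µM, 1% DMSO final / Incubation: 16 min enzyme reaction, ambient temperature / Signal: fluorescence, excitation 544 nm and emission 590 nm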
RAM network inh = inhibitors of the yeast RAM network. S. cerevisiae dse1pr::URA3 reporter, 5-FOA growth OD615, 2 d; analog-sensitive cbk1-as2 kinase mutant strain. inhibition, % at 50 µM. hit rate 1.8% among 190,000. AID 868;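 active = inhibition above a set limit, 3 SD over mean compound inhibition, cut at about 8.4% in these data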;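 note: 0% = DMSO-only wells with no growth and 100% = 10 µM 1-NA-PP1 full growth; inhibition rescues growth on 5-FOA so higher OD means more RAM inhibition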
PMI act satM6P = PMI (human) activation, high substrate | P34949 | coupled PMI enzyme assay, resazurin fluorescence, 20 min; active compounds read high; 1 = untreated enzyme, 0 = substrate-free blank | activation factor at 20 µM | hit rate 0.34% among 190,000 | AID 1216;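 active = activation factor of 2 or more at 20 µM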
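Material: human phosphomannose isomerase with PGI, G6PDH, diaphorase coupling enzymes. Quantity: 15 ng/mL PMI. Medium: HEPES pH 7.4 buffer with MgCl2 and Tween-20. Reagent: Near-saturating mannose-6-phosphate, 1.0 mM. Compound: 20 µM single dose. Times: enzyme reaction with compound 20 min at room temperature. Detection: resorufin fluorescence at Ex 544/Em 590 nm.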
Diaphorase inh = diaphorase inhibition or chemical oxidation counter-screen. AID 1217. hit rate 0.69% among 190,000. diaphorase resazurin-to-resorufin fluorescence, NADH, 16 min; bacterial (C. kluyveri) enzyme, not human. inhibition, % at 20 µM;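 active = primary screen inhibition at 20 µM above a set limit, cut at about 50% in these data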;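 note: plate controls were DMSO with full reaction for no effect and wells lacking NADH for full effect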
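System: Bacterial diaphorase enzyme (C. kluyveri) | Incubation: 16-min room-temperature incubation before reading | Benchmarks: No-NADH positive control and DMSO neutral control | Measured by: Resorufin fluorescence 544/590 nm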
G6PDH counter = counter-screen for G6PDH assay hits: L. mesenteroides G6PDH inhibition; Purified L. mesenteroides G6PDH, diaphorase/resazurin coupled fluorescence, 45 min; inhibition, % at 5 µM; hit rate 0.12% among 200,000; AID 1020
TLR4-MyD88 BLA = TLR4-MyD88 interaction inhibition in cells | HeLa CL3-4 TLR4/MyD88 BLA complementation, FRET ratio | inhibition, % at 8.4 µM | hit rate 0.18% among 200,000 | AID 861; in the data active = inhibition above about 25%;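 note: 0% = vehicle and 100% = reference inhibitor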
* hit, by the source's call; . = not tested or not shown. Cut-off read from the data, not from the text of the source, unless noted: active = inhibition above about 50%; inactive = the rest.

SMILES	Hsp70 activator	Redox H2O2 prof	PMI activator	S1P3 antag	L major viab	Diaphorase act	RAM network inh	PMI act satM6P	Diaphorase inh	G6PDH counter	TLR4-MyD88 BLA
CCC(=O)OCCNc1cc(SCCC(=O)OC)c2nonc2c1[N+](=O)[O-]	-0.2	0.8	0.2	-21	14	0.3	2.5	0.3	71*	-10	-2
CCC(C)NCCCOc1c(C)cc(C)cc1Br (stereo unspecified)	-0.4	-0.4	1	1	99*	0.9	0.4	1	7	0	7
CC(=O)C1=C(O)C(=O)N(CCc2c[nH]c3ccccc23)C1c1ccc(O)cc1 (stereo unspecified)	-0.2	-1.0	1.1	-27	-4	0.9	0.7	1	8	4	5
Cc1ccccc1Nc1nc(N)c2ccccc2n1	-0.1	-1.7	1	-13	96*	1	3.0	1	1	11	7
CCOc1ccc(C(=O)Nc2ccccc2OC(F)F)cc1	0.0	8.3	1.1	2	-5	1	0.3	1.1	-3	4	-8
O=C(NCCNc1ccc([N+](=O)[O-])cc1C(F)(F)F)c1ccc(F)cc1	-0.2	-0.1	0.9	12	56*	0.8	2.6	0.7	18	2	-11
COc1ccc(S(=O)(=O)N2CCSC2)cc1C	-0.5	-0.4	0.9	-5	-2	1	0.9	0.9	3	-12	-2
COc1ccccc1OCCC(=O)OCC(=O)NC(C)c1ccccc1 (stereo unspecified)	-0.3	0.3	0.9	-3	-4	0.9	1.3	0.9	10	0	-15
CC(C)CC(NC(=O)COc1ccccc1)C(=O)O (stereo unspecified)	0.3	-1.2	1	-12	7	1	0.0	0.9	4	4	0
CCOc1cc(/C=N/NC(=O)c2ccncc2)ccc1OC(=O)c1ccc([N+](=O)[O-])cc1	-0.4	1.8	1.1	.	-7	1	1.1	1	3	5	-4
COC(=O)C1=CN(c2ccc(OC)cc2)C=C(C(=O)OC)C1c1ccc(C)c([N+](=O)[O-])c1	0.8	0.6	0.9	-10	99*	0.9	3.1	1	14	6	-5
CCOc1ccc(-c2nn(-c3ccccc3)cc2/C=C(\C#N)S(=O)(=O)c2ccccc2)cc1C	-0.4	2.5	1	.	64*	0.9	6.4	1	8	0	-18
Cc1cc2c(cc1S(=O)(=O)N1CCc3ccccc31)NC(=O)CO2	-0.1	-2.4	1	-8	-3	0.8	1.5	1	16	6	4
CCCCNC(=O)NNC(=O)COc1cc(C)cc(C)c1	-0.3	0.0	1.3	-4	-5	1	2.4	1.5	5	2	-1
CC(=O)N1CCN(C(=O)COc2ccc(Br)cc2)CC1	-0.3	3.1	0.9	-9	-3	1	0.3	1	-1	1	-6
N/C(Cc1ccc([N+](=O)[O-])cc1)=N\OC(=O)Cc1ccc(Cl)cc1	-0.4	0.0	0.9	-15	-5	0.9	2.1	1	11	5	-6
CS(=O)(=O)NCCSc1nnnn1-c1ccccc1	-0.2	0.4	1	-24	-1	0.9	2.4	1	8	-4	13
COc1cc(/C=C/C(=O)N2CCN(CC(O)COc3ccccc3)CC2)cc(OC)c1OC (stereo unspecified)	-0.1	2.0	1.1	.	-2	0.9	1.4	1.1	8	6	2
CN1CCN(c2ccc(Cl)cc2NC(=O)c2nn(-c3ccccc3)c(=O)c3ccccc23)CC1	0.2	2.2	1	-11	8	0.7	3.3	1	26	2	11
COc1ccc(CC(=O)Nc2cc(=O)n(C)c(=O)n2C)cc1OC	-0.3	-1.3	1	5	-5	0.9	2.6	1	6	5	-5

A section taken from the entries so far:
SMILES	Hsp70 activator	Redox H2O2 prof	PMI activator	S1P3 antag	L major viab	Diaphorase act	RAM network inh	PMI act satM6P	Diaphorase inh	G6PDH counter	TLR4-MyD88 BLA
CCC(=O)OCCNc1cc(SCCC(=O)OC)c2nonc2c1[N+](=O)[O-]	-0.2	0.8	0.2	-21	14	0.3	2.5	0.3	71*	-10	-2
CCC(C)NCCCOc1c(C)cc(C)cc1Br (stereo unspecified)	-0.4	-0.4	1	1	99*	0.9	0.4	1	7	0	7
CC(=O)C1=C(O)C(=O)N(CCc2c[nH]c3ccccc23)C1c1ccc(O)cc1 (stereo unspecified)	-0.2	-1.0	1.1	-27	-4	0.9	0.7	1	8	4	5
Cc1ccccc1Nc1nc(N)c2ccccc2n1	-0.1	-1.7	1	-13	96*	1	3.0	1	1	11	7
CCOc1ccc(C(=O)Nc2ccccc2OC(F)F)cc1	0.0	8.3	1.1	2	-5	1	0.3	1.1	-3	4	-8
O=C(NCCNc1ccc([N+](=O)[O-])cc1C(F)(F)F)c1ccc(F)cc1	-0.2	-0.1	0.9	12	56*	0.8	2.6	0.7	18	2	-11
COc1ccc(S(=O)(=O)N2CCSC2)cc1C	-0.5	-0.4	0.9	-5	-2	1	0.9	0.9	3	-12	-2
COc1ccccc1OCCC(=O)OCC(=O)NC(C)c1ccccc1 (stereo unspecified)	-0.3	0.3	0.9	-3	-4	0.9	1.3	0.9	10	0	-15
CC(C)CC(NC(=O)COc1ccccc1)C(=O)O (stereo unspecified)	0.3	-1.2	1	-12	7	1	0.0	0.9	4	4	0
CCOc1cc(/C=N/NC(=O)c2ccncc2)ccc1OC(=O)c1ccc([N+](=O)[O-])cc1	-0.4	1.8	1.1	.	-7	1	1.1	1	3	5	-4
COC(=O)C1=CN(c2ccc(OC)cc2)C=C(C(=O)OC)C1c1ccc(C)c([N+](=O)[O-])c1	0.8	0.6	0.9	-10	99*	0.9	3.1	1	14	6	-5
CCOc1ccc(-c2nn(-c3ccccc3)cc2/C=C(\C#N)S(=O)(=O)c2ccccc2)cc1C	-0.4	2.5	1	.	64*	0.9	6.4	1	8	0	-18

Additional compounds.
SMILES	Hsp70 activator	Redox H2O2 prof	PMI activator	S1P3 antag	L major viab	Diaphorase act	RAM network inh	PMI act satM6P	Diaphorase inh	G6PDH counter	TLR4-MyD88 BLA
CC1(C)CC(=O)C(C=NCC2CCN(C(=O)Cc3ccccc3)CC2)=C(O)C1	-0.1	-0.5	0.9	-13	-3	0.9	-0.8	0.9	12	15	7
Cn1c(=O)c2cc(S(=O)(=O)NC(Cc3ccccc3)C(=O)NCC3CCCO3)ccc2n(C)c1=O (stereo unspecified)	-0.3	-2.0	1	-7	-2	1	-0.6	1	3	5	0
COc1ccc(-c2nc(C#N)c(NCc3ccccc3Cl)o2)cc1	-0.3	0.7	0.9	-6	-1	0.9	5.0	0.9	6	0	6
O=C(CSc1nnc(-c2ccco2)o1)NC1CCCCC1	-0.2	0.2	1.2	.	-9	1.1	0.6	1.2	-14	-1	-3
COCCN1C(=O)c2ccccc2C(C(=O)N2CCN(c3ccccc3)CC2)C1c1ccc(F)cc1 (stereo unspecified)	-0.5	0.2	1	.	41	0.9	0.6	1	6	19	1
CCOc1ccc(N(CC(=O)Nc2ccc(F)c(F)c2)S(=O)(=O)c2c(C)noc2C)cc1	-0.4	-0.3	0.7	31	-5	0.7	3.1	0.7	29	-10	3
Cn1nnnc1SCC(=O)N(C1CCCCC1)C1CCS(=O)(=O)C1 (stereo unspecified)	0.1	-0.2	1	-5	-8	1	0.3	1	0	3	-13
O=C(O)/C=C/c1cccc(NS(=O)(=O)c2ccccc2)c1	0.2	-0.7	0.8	-8	43	0.9	1.7	1	14	-4	-11
CCOC(=O)C1C(=O)NC(c2ccccc2)=NC1c1cccc(Br)c1 (stereo unspecified)	0.1	0.3	1	-7	2	0.9	0.9	1	13	2	-19
Cc1cccc(Oc2ccc(Cl)cc2N)c1	-0.1	-0.4	1.1	7	-1	0.8	-0.5	1.2	16	7	-17
CCCOC(=O)c1cccc(NC(=O)C(C)(C)C)c1	0.1	-0.6	0.8	6	-2	0.9	-1.2	0.9	7	2	3
Fc1ccccc1C(c1nnnn1C1CCCC1)N1CCN(Cc2ccccc2)CC1 (stereo unspecified)	-0.2	2.4	1.2	.	61*	0.9	1.4	1.2	10	0	-6
Cc1cccc(-c2noc(CNC(=O)Nc3ccc(F)cc3)n2)c1	-0.1	-0.8	1	0	10	0.8	1.5	0.9	23	5	-17
CCN(CC)c1ccc(C(=O)n2cnc3ccccc32)cc1	-0.2	-2.5	1	-9	5	0.9	0.0	1	11	16	12
COc1ccc(C(OC(=O)c2ccco2)C(=O)NCc2ccco2)cc1 (stereo unspecified)	-0.1	0.7	1	-26	8	0.9	4.1	1	13	0	-6
COc1cc(C)ccc1OCCCCN1CC(C)OC(C)C1 (stereo unspecified)	-0.1	-0.1	1	.	97*	1	-1.1	1.1	5	2	0
N#Cc1cnc(NN)nc1	-0.2	-1.9	1.1	-12	-16	1.1	2.1	1.2	-12	9	3
Cc1cc(O)c2c(c1)C(O)(C1OC(CO)C(O)C(O)C1O)c1cccc(O)c1C2=O (stereo unspecified)	-0.3	0.4	1	4	-6	0.9	-0.5	0.7	13	17	-1
COc1ccc(CCNC(=O)C2CCN(S(=O)(=O)N3CCC4(CC3)OCCO4)CC2)cc1OC	0.0	-0.1	0.9	1	-6	0.8	1.9	0.9	16	11	-7
CCCC1O[C@@H]2C[C@H]3[C@@H]4CCC5=CC(=O)C=C[C@]5(C)[C@H]4[C@@H](O)C[C@]3(C)[C@]2(C(=O)CO)O1 (stereo partly specified)	-0.1	-0.6	1.2	6	0	1	2.2	1.2	4	8	10
Cc1ccccc1C(=O)NC(=S)NC1CCSC1=O (stereo unspecified)	-0.3	0.3	1	1	31	0.9	-0.1	1	14	-2	6
